# IMP-1 inh – blocks Pseudomonas aeruginosa IMP-1 metallo-beta-lactamase | purified IMP-1, nitrocefin hydrolysis, epi-absorbance fluorescence | inhibition, % at 5.6 µM | hit rate 0.45% among 290,000;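 active means inhibition above the mean plus 3 SD of all compounds in the same screening run, cut at about 4.5% in these data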;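 further: 0% = IMP-1 with DMSO and 100% = DMSO wells lacking enzyme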
#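 System: purified recombinant IMP-1 beta-lactamase. Medium: Zinc- and detergent-supplemented HEPES buffer, pH 7.1. Compound: one 5.6 µM dose […]. Schedule: 15 min preincubation plus 25 min reaction at 25 °C. Technique: Epi-absorbance fluorescence, 480 nm excitation, 530 nm emission.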
# pCIP destab – compounds decreasing mouse p/CIP protein stability | Q05BA5 | F442A p/CIP-EGFP cells, EGFP fluorescence, 16 h | decrease of EGFP signal, % at 10 µM | hit rate 0.01% among 290,000 | AID 1984;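 active means EGFP signal decrease of at least 30% at 10 µM or well 3 SD below plate mean, unless failing retest; inactive means the rest, including hits failing retest or dose response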; further: some compounds called inactive have numbers as strong as hits; many of its hits are not listed in these tables
# PHOSPHO1 inh – blocks human PHOSPHO1 phosphatase activity. Q8TCT1. inhibition, % at 13.3 µM. recombinant PHOSPHO1, absorbance phosphatase assay. AID 1565. hit rate 1.1% among 290,000; in the data active means inhibition above about 60%
# Target sequence (Q8TCT1 whole entry, looked up): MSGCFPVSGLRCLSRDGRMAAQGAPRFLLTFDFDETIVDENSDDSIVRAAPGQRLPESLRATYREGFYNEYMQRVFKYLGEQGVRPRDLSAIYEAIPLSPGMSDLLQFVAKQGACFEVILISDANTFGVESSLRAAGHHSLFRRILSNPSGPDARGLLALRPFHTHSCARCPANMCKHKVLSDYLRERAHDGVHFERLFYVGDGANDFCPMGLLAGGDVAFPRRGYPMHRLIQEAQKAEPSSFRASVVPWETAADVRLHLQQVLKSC
# IDE act – activators of human insulin-degrading enzyme in cells; P14735; HEK cells, FAbeta-B cleavage, fluorescence polarization; 0% vehicle, 100% cell-free pure enzyme wells; activation, % at 5.96 µM; hit rate 0.073% among 340,000;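 active means activation above the mean of all tested compounds plus 3 SD, set per screening campaign, cut at about 17% in these data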
# MEKK3 PB1 HTS – modulators (inhibitors or enhancers) of MEK5 binding to human MEKK3 PB1 domain | Q99759 | bead-based flow cytometry, Alexa488-MEK5 binding to MEKK3; actives lie on both sides; 0 = blocked by unlabeled MEK5, 100 = vehicle | binding response (% of control), % at 10 µM | hit rate 1.4% among 290,000 | AID 1529;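 active means binding response more than 3 SD above or below the average of its plate-row segment, actives on both sides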;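 further: Alexa488 bead fluorescence after subtracting the streptavidin-only scavenger bead signal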
# Target sequence (Q99759 whole entry, looked up, the tested form may be a part): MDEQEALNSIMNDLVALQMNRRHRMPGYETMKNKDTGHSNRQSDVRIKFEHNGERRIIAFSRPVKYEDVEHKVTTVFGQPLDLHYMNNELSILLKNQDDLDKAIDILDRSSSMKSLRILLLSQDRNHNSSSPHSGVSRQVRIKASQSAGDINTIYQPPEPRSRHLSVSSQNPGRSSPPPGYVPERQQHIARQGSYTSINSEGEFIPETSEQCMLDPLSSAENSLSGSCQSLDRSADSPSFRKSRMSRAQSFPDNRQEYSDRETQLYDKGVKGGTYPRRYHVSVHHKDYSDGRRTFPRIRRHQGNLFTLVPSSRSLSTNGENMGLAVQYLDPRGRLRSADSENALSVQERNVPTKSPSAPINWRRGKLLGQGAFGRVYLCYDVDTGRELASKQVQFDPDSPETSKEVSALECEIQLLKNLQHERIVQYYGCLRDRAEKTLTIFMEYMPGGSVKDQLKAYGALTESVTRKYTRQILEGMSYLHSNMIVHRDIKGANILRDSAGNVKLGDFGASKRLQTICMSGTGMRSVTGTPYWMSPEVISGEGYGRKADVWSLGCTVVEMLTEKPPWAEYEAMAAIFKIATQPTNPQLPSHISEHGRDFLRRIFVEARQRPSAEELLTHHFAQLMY
# VIM-2 inhibitor – blocks Pseudomonas aeruginosa VIM-2 metallo-beta-lactamase; inhibition, % at 5.6 µM; AID 1527; hit rate 0.89% among 290,000; purified VIM-2, nitrocefin hydrolysis, epi-absorbance fluorescence;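 active means inhibition above the mean of all tested compounds plus 3 SD, cutoff set per screening run, cut at about 7.5% in these data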;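 further: red hydrolysis product quenches plate fluorescence so inhibitors raise well fluorescence; 0% = enzyme with DMSO and 100% = DMSO without enzyme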
# UBC9 SUMO inh – blocks human SUMOylation mediated by UBC9; P63279; HTRF SUMOylation assay, SAE1/SAE2 + UBC9, in vitro; inhibition, % at 35 µM; hit rate 0.36% among 290,000; AID 2006; in the data active means inhibition above about 50%, passing the limit was not always enough; further: strong numbers were not always called active
# Target sequence (P63279 whole entry, looked up): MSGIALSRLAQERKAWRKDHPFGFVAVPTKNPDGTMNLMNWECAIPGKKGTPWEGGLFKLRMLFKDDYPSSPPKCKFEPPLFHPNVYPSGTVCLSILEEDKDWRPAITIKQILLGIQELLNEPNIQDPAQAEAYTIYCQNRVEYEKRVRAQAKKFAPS
# DNA FID counter – fluorescent intercalator displacement, NS3 helicase counter-screen | AID 1845 | hit rate 0.17% among 290,000 | inhibition, % at 7.9 µM | DNA fluorescent intercalator displacement, fluorescence; in the data active means inhibition above about 37%;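 further: 0% = vehicle and 100% = reference compound; higher means more ethidium bromide displaced from hairpin DNA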
# NS3 helicase inh – blocks Hepatitis C virus NS3 helicase unwinding. NS3 helicase DNA unwinding, Cy5 molecular beacon fluorescence. hit rate 0.56% among 290,000. inhibition, % at 10.9 µM. AID 1800;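 active means inhibition above the mean of all tested compounds plus 3 SD, set per campaign, cut at about 35% in these data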;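 further: 0% = DMSO wells and 100% = thioflavine S control wells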
#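 System: NS3 helicase fragment of HCV / Schedule: 1 h at 25 °C / Control set: DMSO alone as 0% and 110 µM thioflavine S as 100% / Reagent: Cy5/quencher beacon DNA duplex and ATP to start / Technique: Cy5 fluorescence / Replication: singlicate / Evaluation: % inhibition of end-to-start signal ratio versus controls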
# The depositor's hits bear a star; . = not tested or not shown. A portion of the library; count on the stated rates, not on these rows.
# A first look (13 entries):
SMILES,IMP-1 inh,pCIP destab,PHOSPHO1 inh,IDE act,MEKK3 PB1 HTS,VIM-2 inhibitor,UBC9 SUMO inh,DNA FID counter,NS3 helicase inh
Cc1ccc(NC(=O)N2CCN(C(=O)c3ccco3)CC2)cc1Cl,-1.7,9.7,-5.1,-5.4,103.0,-0.7,-3.6,-16.7,-1.0
CSCCC(NS(=O)(=O)c1ccc2c(c1)oc(=O)n2C)C(=O)NCc1cccs1 (stereo unspecified),-1.4,3.6,-15.8,9.4,63.0,-2.5,-14.3,3.8,9.0
C[C@@H]1C=CC(=O)O[C@@H]1c1ccc(Cl)cc1,-4.9,-12.0,-7.3,.,102.0,-0.2,15.4,-8.7,3.4
CCOC(=O)COc1ccc2c(c1)C(=O)CC(C)(C)O2,-3.6,-5.0,0.9,-1.2,94.0,-3.3,17.4,-13.1,8.2
O=C(N/N=C/C=C/c1ccc(Br)cc1)C(O)c1ccccc1 (stereo unspecified),-5.4,-8.9,-4.9,-0.2,98.0,-2.5,13.9,-8.0,-5.8
COc1ccc(CNC(=O)C(C)n2nc(C)c3c(C)n(-c4ccc(C)cc4)nc3c2=O)cc1 (stereo unspecified),-0.5,-4.7,7.2,-0.7,104.0,-1.2,15.8,-40.0,-9.7
O=C(N/N=C/c1ccccn1)c1cc(-c2ccc(Br)s2)[nH]n1,-4.8,-4.9,15.0,1.6,101.0,-5.5,1.9,-27.7,10.3
Cc1ccccc1N1CCN(C(=S)c2ccc(-c3cccc([N+](=O)[O-])c3)o2)CC1,-1.2,-1.9,33.5,2.6,104.0,-1.0,-20.4,-3.3,-7.0
CCOC(=O)Nc1ccc2c(c1)N(CCCN(C)C)c1ccccc1CC2,0.9,7.1,-2.1,5.2,106.0,-1.3,8.6,26.5,-50.0
CCOCCCNC(=O)CCNS(=O)(=O)c1ccc(C)cc1,-3.8,-3.5,-3.3,0.6,98.0,-2.2,-3.2,-4.0,-7.4
CC[n+]1ccccc1/C=C1\Sc2ccc(C)cc2N1C,2.4,-74.2,.,4.1,101.0,3.3,2.7,-1.1,13.1
COc1ccc2c(=O)c3c(=O)n(Cc4ccco4)c(-c4ccc(C)cc4)nc3oc2c1,1.9,-12.1,-88.8,4.5,95.0,-0.9,16.0,-9.0,6.1
CCNc1ccc(C(=O)N/N=C/c2c(C)nn(-c3ccccc3)c2N2CCCC2)cc1[N+](=O)[O-],-3.9,-3.8,-2.0,2.3,138.0*,-1.7,-13.1,-4.4,-2.9

# The whole of this part, from the start:
SMILES,IMP-1 inh,pCIP destab,PHOSPHO1 inh,IDE act,MEKK3 PB1 HTS,VIM-2 inhibitor,UBC9 SUMO inh,DNA FID counter,NS3 helicase inh
Cc1ccc(NC(=O)N2CCN(C(=O)c3ccco3)CC2)cc1Cl,-1.7,9.7,-5.1,-5.4,103.0,-0.7,-3.6,-16.7,-1.0
CSCCC(NS(=O)(=O)c1ccc2c(c1)oc(=O)n2C)C(=O)NCc1cccs1 (stereo unspecified),-1.4,3.6,-15.8,9.4,63.0,-2.5,-14.3,3.8,9.0
C[C@@H]1C=CC(=O)O[C@@H]1c1ccc(Cl)cc1,-4.9,-12.0,-7.3,.,102.0,-0.2,15.4,-8.7,3.4
CCOC(=O)COc1ccc2c(c1)C(=O)CC(C)(C)O2,-3.6,-5.0,0.9,-1.2,94.0,-3.3,17.4,-13.1,8.2
O=C(N/N=C/C=C/c1ccc(Br)cc1)C(O)c1ccccc1 (stereo unspecified),-5.4,-8.9,-4.9,-0.2,98.0,-2.5,13.9,-8.0,-5.8
COc1ccc(CNC(=O)C(C)n2nc(C)c3c(C)n(-c4ccc(C)cc4)nc3c2=O)cc1 (stereo unspecified),-0.5,-4.7,7.2,-0.7,104.0,-1.2,15.8,-40.0,-9.7
O=C(N/N=C/c1ccccn1)c1cc(-c2ccc(Br)s2)[nH]n1,-4.8,-4.9,15.0,1.6,101.0,-5.5,1.9,-27.7,10.3
Cc1ccccc1N1CCN(C(=S)c2ccc(-c3cccc([N+](=O)[O-])c3)o2)CC1,-1.2,-1.9,33.5,2.6,104.0,-1.0,-20.4,-3.3,-7.0
CCOC(=O)Nc1ccc2c(c1)N(CCCN(C)C)c1ccccc1CC2,0.9,7.1,-2.1,5.2,106.0,-1.3,8.6,26.5,-50.0
CCOCCCNC(=O)CCNS(=O)(=O)c1ccc(C)cc1,-3.8,-3.5,-3.3,0.6,98.0,-2.2,-3.2,-4.0,-7.4
CC[n+]1ccccc1/C=C1\Sc2ccc(C)cc2N1C,2.4,-74.2,.,4.1,101.0,3.3,2.7,-1.1,13.1
COc1ccc2c(=O)c3c(=O)n(Cc4ccco4)c(-c4ccc(C)cc4)nc3oc2c1,1.9,-12.1,-88.8,4.5,95.0,-0.9,16.0,-9.0,6.1
CCNc1ccc(C(=O)N/N=C/c2c(C)nn(-c3ccccc3)c2N2CCCC2)cc1[N+](=O)[O-],-3.9,-3.8,-2.0,2.3,138.0*,-1.7,-13.1,-4.4,-2.9
CN(Cc1ccccc1)Cc1nc2c(c(=O)n(C)c(=O)n2C)n1CCc1ccccc1,-4.5,.,.,2.4,87.0,0.5,.,-11.6,-6.6
Cc1nn(C)c(Cl)c1CN1CCN(C2CCCC2)C(CCO)C1 (stereo unspecified),-1.8,3.0,-5.9,5.7,96.0,0.8,-6.6,4.3,0.9
COc1ccc(NC(=O)CC2C(=O)N(C)C(=S)N2Cc2cccs2)cc1 (stereo unspecified),-0.1,-0.9,3.9,-2.1,106.0,-3.8,7.6,-5.3,-3.6
O=C(O)CC(NC(=O)CCc1ccccc1)c1ccc(Cl)cc1 (stereo unspecified),-2.0,-11.3,32.6,-0.4,105.0,0.2,-0.8,-18.0,15.0
Cc1cc(C)nc(N(C#N)C(C)C(=O)N(C)C)n1 (stereo unspecified),-0.2,2.5,-14.4,1.2,98.0,2.3,-3.3,1.9,-8.2
CCCn1c(SCC(=O)N2CCc3ccccc32)nnc1-c1ccco1,-2.8,-11.0,20.2,-0.2,105.0,-0.2,-8.9,-12.2,0.3
CS(=O)(=O)N(CC(=O)NCc1ccncc1)c1cc(Cl)cc(Cl)c1,-1.6,-6.1,-5.3,-1.1,93.0,-0.2,-19.9,-1.8,3.4
CCOC(=O)c1ccccc1NC(=O)CC1SC(=NC)N(C)C1=O (stereo unspecified),-2.5,-16.5,-36.8,-5.0,.,-4.6,-14.9,-6.0,6.9
O=C(NCc1ccc(Cl)cc1)c1cccc(NC(=O)c2ccccc2)c1,-4.0,14.7,-4.0,-1.5,104.0,-4.7,-19.4,-12.4,-7.7
C=CCNC(=S)Nc1cc(S(=O)(=O)N2CCOCC2)ccc1-n1cncn1,-1.1,-4.7,5.8,0.9,102.0,-0.9,1.3,-1.3,-5.2
CCOc1ccc(-n2c(C)cc(/C=N/NC(=O)C(N)=O)c2C)cc1,-3.2,2.3,41.8,-0.9,105.0,-4.4,17.9,-10.1,4.5
COc1ccc(S(=O)(=O)N(CC(=O)NCC2CCCO2)Cc2ccccc2)cc1C (stereo unspecified),-2.3,3.7,16.2,-2.2,100.0,0.1,-7.3,-47.5,-1.7
CCOC(=O)c1sc(NC(=O)c2ccc(S(=O)(=O)N3CCOCC3)cc2)cc1C,-4.4,-3.1,2.9,-2.7,95.0,-3.9,10.6,-2.3,2.0
CSc1sc(-c2nnc(SCC(=O)Nc3ccccc3)n2C)c2c1C=CCC2,-2.1,-21.5,33.4,.,100.0,-2.0,24.6,-12.4,2.4
O=C(NCc1cccs1)c1cccnc1SCCS(=O)(=O)c1ccc(C(F)(F)F)cn1,-1.9,-1.2,-5.9,.,99.0,-0.9,-0.4,-10.6,-9.0
Cc1ccc(NC(=S)NCCSc2ccc(Cl)cc2)cc1,0.5,2.5,1.8,-0.5,97.0,-0.5,-15.7,-1.2,-12.5
COc1c(C(=O)Nc2ccc3[nH]c(=O)[nH]c3c2)cc2ccccc2c1Br,-4.5,-8.9,49.8,20.3*,99.0,-4.7,41.9,-3.4,13.0
CCCc1nnc(NC(=O)c2cn(CC)c3cc(N4CCN(C)CC4)c(F)cc3c2=O)s1,-1.0,-1.0,-19.0,.,89.0,-0.5,8.7,-1.6,3.2
CSc1nnc(-c2sc3cc(Cl)ccc3c2Cl)n1C,-3.4,-3.6,-3.7,2.6,102.0,0.6,7.6,-6.5,1.7
COC(=O)C(Cc1ccccc1)NC(=O)CNC(=O)c1ccc(Br)cc1 (stereo unspecified),-3.0,-6.9,31.1,3.7,107.0,-1.2,5.5,-22.7,0.1
O=C1NCC(c2ccccc2)C1C(=O)N/N=C/c1ccc(Cl)s1 (stereo unspecified),-1.5,-14.1,24.1,-1.0,97.0,-3.1,22.7,-19.9,11.6
CCOC(=O)CC12CN3CN(C1)CC(CC(=O)OCC)(C3)C2=O,-1.5,-12.6,-10.4,1.6,92.0,-0.1,-0.2,-0.1,-9.3
Cc1ccc(/C=C2\SC(=S)N(C3CCS(=O)(=O)C3)C2=O)cc1 (stereo unspecified),-0.9,-1.2,9.1,0.0,98.0,-1.9,1.1,-7.6,-8.6
Cc1csc(SC(C)C(=O)Nc2ccc(S(=O)(=O)N3CCCC3)cc2)n1 (stereo unspecified),-3.2,0.3,-9.8,5.5,97.0,-6.8,11.7,-8.8,2.2
Cc1ccc(S(=O)(=O)NC(CC(C)C)C(=O)N2CCOCCOCCOCCOCC2)cc1 (stereo unspecified),-3.7,0.7,21.7,3.8,98.0,-1.1,-14.7,-33.7,1.9
COc1cccc(NC(=O)NC2(C(=O)N3CCN(C)CC3)CCCCC2)c1,-3.7,0.0,18.4,-1.6,101.0,-1.6,4.6,0.0,5.2
COc1ccc(CC(=O)NC2CC(C)(C)NC(C)(C)C2)cc1,-4.1,5.8,2.9,-2.9,104.0,-2.3,-7.0,0.1,-1.1
Cc1c(C(=O)N2CCN(c3ccccn3)CC2)cccc1[N+](=O)[O-],-2.2,-1.5,9.1,6.7,114.0,-3.8,12.0,-4.4,1.2
CCn1c2c(c3ccc(OC)cc31)CCCC2=O,0.2,9.9,7.1,8.4,94.0,-2.0,-8.8,-8.0,-8.2
Cc1ccc2cc(CN(CC3CCCO3)C(=S)NCc3ccco3)c(=O)[nH]c2c1 (stereo unspecified),-1.1,-17.0,15.8,-0.3,101.0,1.8,22.8,-31.8,-9.2
CCCc1ccc(-c2cc(NC(=O)CSc3n[nH]c(N)n3)n(-c3ccccc3)n2)cc1,-5.3,-4.2,1.7,-2.1,106.0,-6.6,-14.6,-8.4,4.3
O=C(OCc1nc2ccccc2s1)c1cccc(S(=O)(=O)N2CCOCC2)c1,-2.0,0.0,-10.6,4.4,94.0,-2.4,18.1,-5.5,-0.9
